OX1R antag-1: antagonists of human orexin 1 receptor (OX1R); OX1R-expressing cells, FRET antagonist read-out; 1.8% of 330,000 active; inhibition, % at 6.6 µM; AID 485270; O43613; in the data active = inhibition mostly above about 38%, no sharp cut-off; inactive = mostly below about 40%;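 note: 0% = agonist challenge alone and 100% = reference antagonist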
Target sequence (O43613 whole entry, looked up): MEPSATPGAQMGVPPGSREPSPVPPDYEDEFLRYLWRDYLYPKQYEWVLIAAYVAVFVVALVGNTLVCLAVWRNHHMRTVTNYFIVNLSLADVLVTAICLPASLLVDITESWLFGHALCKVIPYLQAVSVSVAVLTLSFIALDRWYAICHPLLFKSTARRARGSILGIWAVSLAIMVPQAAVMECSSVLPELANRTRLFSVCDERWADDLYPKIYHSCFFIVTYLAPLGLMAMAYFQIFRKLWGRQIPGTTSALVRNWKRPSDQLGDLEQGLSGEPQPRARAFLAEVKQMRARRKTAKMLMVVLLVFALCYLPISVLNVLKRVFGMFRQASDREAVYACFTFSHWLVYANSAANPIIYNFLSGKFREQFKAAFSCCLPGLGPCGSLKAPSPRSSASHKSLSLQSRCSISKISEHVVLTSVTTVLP
OX1R antag-2: blocks the human orexin 1 receptor; CHO/OX1R cells, Fluo-8 calcium fluorescence, orexin A; inhibition, % at 5 µM; 0.43% of 330,000 active; AID 434989;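 active = inhibition above its plate's threshold, mean inhibition of all tested compounds on the plate plus 3 SD, cut at about 37% in these data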;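 note: 0% = orexin A challenge wells and 100% = SB-334867-A antagonist wells; not every result past the cut was called active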
* marks the source's active call; other numbers are inactive results.

SMILES	OX1R antag-1	OX1R antag-2
CC(Oc1ccc(Cl)cc1)C(=O)NCCN1C(=O)S/C(=C\c2cccnc2)C1=O (centres undefined)	17.2	-28.0
Cc1ccc(S(=O)(=O)NNC(=O)C2COc3ccccc3O2)cc1 (centres undefined)	11.8	-2.6
CSCc1nc2sc(C(=O)Nc3nc(C)cs3)c(C)c2c(=O)[nH]1	20.4	-10.2
CCOc1ccc(NC(=O)c2c3c(nc4ccccc24)CCC3)cc1	18.2	-45.5
O=C(NC(=S)NCCc1ccccc1)C1CCCCC1	18.9	-28.1
N#C/C(=C\c1cc(O)c(O)c(O)c1)C(N)=O	18.5	-2.4
COC(=O)c1ccc(NC(=O)c2cnc3scc(C)n3c2=O)cc1	8.8	8.6
Cc1ccc(NC(=O)CSC2=C(C#N)C(c3ccco3)CC(=O)N2)cc1 (centres undefined)	24.7	-1.6
COC(=O)c1sccc1NC(=S)N1CCCCC1C (centres undefined)	9.8	-23.4
COc1ccc(NC(=O)c2cccnc2N2CCOCC2)cc1	24.8	-7.6
O=C(NCc1ccco1)c1ccc2ccccc2c1	12.8	-3.9
Cc1ccc2sc(N(CCCN(C)C)C(=O)c3ccc(S(=O)(=O)N(C)C)cc3)nc2c1C	10.3	-34.5
O=C(O)CSCC(=O)N1CCN(c2ccnc3cc(Cl)ccc23)CC1	12.2	-14.3
COc1ccc(N(C(=O)CNC(=O)c2ccco2)C(C(=O)NC2CCCC2)c2ccncc2)cc1 (centres undefined)	13.4	-17.4
C=CCOC(=O)C1=C[C@H](c2cn(C(C)=O)c3ccccc23)[C@@H](CCCO)[C@H](OCC)O1	15.6	-36.0
CCOC(=O)CNC(=O)N1CCCC(C(=O)c2cccc(Cl)c2)C1 (centres undefined)	4.0	-5.0
CCN1CNC(=S)N(c2ccccc2C)C1	10.6	-6.5
O=C(CSc1nnc(-c2cccc(S(=O)(=O)N3CCOCC3)c2)n1C1CCCCCC1)NCc1ccccc1	6.9	-15.6
CCC1(C)Cc2c(sc3nc(SC)n(Cc4ccccc4)c(=O)c23)CO1 (centres undefined)	5.4	-17.5
COc1ccccc1S(=O)(=O)Cc1ccc(C(=O)NCc2ccco2)o1	-1.8	-3.6
COCCOCCn1c(CCCO)nc2ccccc21	9.9	-20.3
N#Cc1ccccc1Sc1ccccc1C(=O)Nc1ccc2ccccc2c1	58.2*	2.6
CC(=O)Nc1ccc(S(=O)(=O)NCC(=O)OCc2cc(=O)oc3ccc4ccccc4c23)cc1	25.8	-14.1
CC(=O)c1cccc(NC(=O)Cn2nc(-c3ccc(Cl)cc3)ccc2=O)c1	12.5	-26.5
CCOC(=O)CC(NC(=O)Cn1nnc(-c2ccccc2Cl)n1)c1ccc(OC)cc1 (centres undefined)	9.7	-9.5
COc1ccc(/C=C(\C#N)C(=O)OCC(=O)NCc2ccco2)cc1	8.6	-12.6
COc1cccc(NC(=O)CN(C)C(=O)c2cc(-c3ccco3)nc3ccccc23)c1	35.1	-24.2
COc1ccccc1NC(=O)CCN1CCN(Cc2ccccc2)CC1	6.6	-13.8
C[C@H](CO)N1C[C@H](C)[C@@H](CN(C)S(=O)(=O)c2cccs2)Oc2c(NC(=O)NC3CCCCC3)cccc2C1=O	14.3	-11.7
Cc1cc2nc(-c3ccc(SCc4ccc(C(=O)O)cc4)nc3)[nH]c2cc1C	10.2	-19.8
CCN(CC)C(=O)C1CCCN(Cc2nc(-c3cnccn3)no2)C1 (centres undefined)	13.7	-2.8
CS(=O)(=O)N1CCc2cc(S(=O)(=O)Nc3ccc4oc5c(c4c3)CCCC5)ccc21	1.8	28.9
CCOC(=O)Cn1nc(C)cc1NC(=O)c1ccncc1	26.4	-9.9
Cn1ncc(Cl)c1C(=O)Nc1nc2ccc(Cl)cc2s1	18.5	-9.2
Cc1cc(C)c(C(=O)CSc2n[nH]c(=O)n2C2CC2)cc1C	22.8	-20.7
COc1ccc(CNC(=O)C(c2ccncc2)N(C(=O)Cc2cccs2)c2cccnc2)cc1 (centres undefined)	6.8	-40.7
CCOC(=O)C1CCN(S(=O)(=O)c2ccc3oc(=O)ccc3c2)CC1	12.3	0.2
CS(=O)(=O)N1CCN(c2nc3ccccc3s2)CC1	5.4	-8.7
O=c1oc2ccccc2c(N2CCCC2)c1[N+](=O)[O-]	8.1	-7.5
CC(C)Oc1ccc(C(=O)NC2CCSc3ccccc32)cc1 (centres undefined)	17.6	-16.9
O=C1C=C(c2cnc3ccccc3c2)C[C@@H](c2ccc3c(c2)OCO3)C1	7.5	-5.5
COc1cc(/C=N/NC(=S)NC2CC3CCC2C3)ccc1O (centres undefined)	3.2	2.6
Cc1ccccc1NC(=S)NCC1CCC(CNC(=S)Nc2ccccc2C)CC1 (centres undefined)	3.9	-4.3
CC(C)c1ccc(/C=C2\SC(=S)N(CCC(=O)N3CCCCC3CCO)C2=O)cc1 (centres undefined)	-3.5	-43.6
O=C(COc1ccccc1C(=O)O)NC1CCCc2ccccc21 (centres undefined)	12.0	-30.3
N#Cc1c(Nc2cccc(F)c2)sc2c(O)cc(=O)[nH]c12	11.7	-18.6
Cc1cc(SCc2cccc([N+](=O)[O-])c2)nc(=O)[nH]1	21.0	-7.5
CCN1CCN(C(c2cccnc2)c2c(NC(=O)c3ccco3)sc(C)c2C)CC1 (centres undefined)	5.3	-15.4
CSc1nnc(-c2cc3ccccc3cc2O)n1C	13.9	-1.8
Cc1cccc(N2C(=O)C3CCCN3C2=S)c1C (centres undefined)	-1.9	-15.2
(more compounds)
SMILES	OX1R antag-1	OX1R antag-2
O=S(=O)(c1ccc(Br)cc1)c1nc(-c2ccccc2)oc1N1CCOCC1	20.7	-21.3
CC1=C(C(=O)Nc2ccccn2)C(c2ccccc2Cl)NC(=S)N1 (centres undefined)	18.1	-3.0
CCN(CC)C(=O)Cn1c(=O)n(CC(=O)N2CCCCC2)c(=O)c2sccc21	13.1	-8.2
O=C(NCc1ccccc1)NC1(C(=O)N2CCN3CCCC3C2)CCCCC1 (centres undefined)	5.0	-11.1
CC(=O)N1CC(C)Sc2ccc(S(=O)(=O)NCCc3cccc(C)c3)cc21 (centres undefined)	19.6	11.7
CCCCCCNC(=O)c1ccc(Br)o1	13.8	-16.7
O=C(Nc1c2c(nn1-c1ccccc1)CS(=O)(=O)C2)c1ccccc1C(F)(F)F	13.1	-17.2
CC(C1CC1)N(Cc1ccccc1)C(=S)Nc1cccc(C(F)(F)F)c1 (centres undefined)	-4.4	-6.5
C=CCn1c(SCC(=O)Nc2cc(C)ccc2OC)nnc1-c1ccco1	30.6	-15.6
CC1CCN(S(=O)(=O)c2cccc(C(=O)NC3CCCC3)c2)CC1	13.5	-21.9

Structures from the list above that contain bromine, in the order listed:
SMILES	OX1R antag-1	OX1R antag-2
O=S(=O)(c1ccc(Br)cc1)c1nc(-c2ccccc2)oc1N1CCOCC1	20.7	-21.3
CCCCCCNC(=O)c1ccc(Br)o1	13.8	-16.7

Further results follow:
SMILES	OX1R antag-1	OX1R antag-2
CCOC(=O)N1CCN(c2ccc(S(=O)(=O)N3CCOCC3)cn2)CC1	6.3	-11.7
Cc1ccc(NC(=O)CSc2nc3nc(C)c(Br)cc3[nH]2)cc1F	44.6*	-3.8
COc1ccc(C2Nc3ccccc3C(=O)N2c2ccc(C)cc2)cc1COc1ccccn1 (centres undefined)	14.4	-25.8
NS(=O)(=O)c1ccc(S(=O)(=O)N(CCc2ccccc2)Cc2ccccn2)cc1	5.8	-21.1
CC1CCC2(CC1)NC(=O)N(CC(=O)c1cn(CCC#N)c3ccccc13)C2=O (centres undefined)	12.7	-9.5
O=C(Nc1ccc2nc(-c3cccnc3)[nH]c2c1)C12CC3CC(CC(C3)C1)C2	54.9	-13.1
COc1ccc(OC)c(NC(=O)CSc2nncc3ccccc23)c1	19.3	-5.6
Cc1ccc(Cl)cc1NC(=S)NCc1cccn1C	4.0	-26.6
CCCN(CCC)Cc1c(C(=O)N/N=C/c2ccco2)nnn1-c1nonc1N	15.8	-17.7
O=C1S/C(=C\c2ccccc2)C(=O)N1CC(O)Cn1c2ccccc2c2ccccc21 (centres undefined)	20.6	-22.4
O=C(COC(=O)c1cccc([N+](=O)[O-])c1)c1ccc2c(c1)OCO2	13.6	-1.9
O=C(COC(=O)CSc1ccc2ccccc2c1)Nc1ccccc1OC(F)F	13.5	-5.3
Cc1nc2ccc(NC(=O)c3c(-c4ccccc4)noc3C)cc2s1	26.2	-23.1
COc1ccc(S(=O)(=O)N2CCc3ccccc32)cc1C(=O)N1CCN(C=O)CC1	-0.1	-6.3
Cc1c(Br)c([N+](=O)[O-])nn1CCCC(=O)Nc1sc2c(c1C#N)CCC2	25.2	-12.1
CCOC(=O)c1sc(=NC(=O)/C=C/c2cccs2)n(C)c1C	23.1	-28.3
CC(C)(CN1CCOCC1)NS(=O)(=O)c1ccccc1	36.2	0.6
CC(C)(O)C#Cc1ccc(C(=O)NC(CCCNC(N)=O)C(=O)O)s1 (centres undefined)	9.3	-9.8
O=C(CCCCCn1c(=S)[nH]c2ccc(N3CCOCC3)cc2c1=O)NCc1ccc2c(c1)OCO2	4.5	-14.2
Cc1ccc[n+](CC(=O)Nc2ccc(N(C)C)cc2)c1	4.8	-22.7
COCCN1C(=O)C(=O)/C(=C(/O)c2ccc(S(=O)(=O)N3CCOCC3)cc2)C1c1ccc(O)cc1 (centres undefined)	18.9	-19.6
Cn1c2c(c(=O)n(C)c1=O)C(c1ccccc1F)C(C#N)=C(N)O2 (centres undefined)	19.3	-14.9
CN(C(=O)c1cccc(N2C(=O)C3C4C=CC(C4)C3C2=O)c1)C1CCCCC1 (centres undefined)	-2.2	-15.5
CCOc1ccc(N(CC(=O)NCc2ccccc2OC)S(C)(=O)=O)cc1	9.9	-16.7
Nc1nc(SCC(=O)NCCN2CCOCC2)nc2sc3c(c12)CCC3	7.3	-10.8
COc1ccc(C(=O)Oc2ccc(C(=S)N3CCOCC3)cc2)cc1	6.9	9.3
O=C(CCCC(=O)c1ccccc1)NCCc1ccccc1	9.5	-17.3
CCC(C(=O)OCC(=O)N1CCN(c2ccc(OC)cc2)CC1)c1ccccc1 (centres undefined)	14.2	-25.6
COc1ccc(-c2noc(CCC(=O)N3CCN(c4cccc(C)c4C)CC3)n2)cc1	3.1	-18.4
O=C(O)CCC(=O)Nc1nc(-c2ccccc2)cs1	16.7	-11.2

Ordered by SMILES length (rising): part of the list above.
SMILES	OX1R antag-1	OX1R antag-2
O=C(CCCC(=O)c1ccccc1)NCCc1ccccc1	9.5	-17.3
COc1ccc(C(=O)Oc2ccc(C(=S)N3CCOCC3)cc2)cc1	6.9	9.3
CCOc1ccc(N(CC(=O)NCc2ccccc2OC)S(C)(=O)=O)cc1	9.9	-16.7
Cn1c2c(c(=O)n(C)c1=O)C(c1ccccc1F)C(C#N)=C(N)O2 (centres undefined)	19.3	-14.9
CCC(C(=O)OCC(=O)N1CCN(c2ccc(OC)cc2)CC1)c1ccccc1 (centres undefined)	14.2	-25.6
COc1ccc(-c2noc(CCC(=O)N3CCN(c4cccc(C)c4C)CC3)n2)cc1	3.1	-18.4
CN(C(=O)c1cccc(N2C(=O)C3C4C=CC(C4)C3C2=O)c1)C1CCCCC1 (centres undefined)	-2.2	-15.5

Next records follow:
SMILES	OX1R antag-1	OX1R antag-2
COCCNC(=S)N(C)C1(c2ccccc2Cl)CCCCC1=O (centres undefined)	3.8	-14.1
NC(=O)c1nnn(-c2cccc(C(F)(F)F)c2)c1-c1ccccc1	4.0	-12.3
Cc1ccc(S(=O)(=O)NNC(=S)Nc2cccc(F)c2)cc1	39.5	-15.3
COC(=O)CC(NS(=O)(=O)c1cccs1)c1cccc2ccccc12 (centres undefined)	61.3	7.3
Cc1ccccc1C(=O)NC1CCN(CC(=O)Nc2ccc(Br)cc2)CC1	21.7	-9.3
CNc1cc([N+](=O)[O-])ccc1N/C=C/C(=O)c1cccs1	46.2	1.7
O=C(COC(=O)C1CC(O)CN1S(=O)(=O)c1ccc(Cl)cc1)c1ccccc1Cl (centres undefined)	11.3	-14.3
CN(Cc1nc(-c2cnccn2)no1)C1CC(C)(C)NC(C)(C)C1	13.0	-19.0
O=C(CN(C(=O)CNS(=O)(=O)c1ccccc1)c1ccc2c(c1)OCCO2)NCc1ccco1	12.6	-13.4
O=C(O)c1c(NC(=O)N2CCOCC2)sc2c1CCCC2	2.9	-7.5
C=CCOc1nc2c(c(=O)n(C)c(=O)n2C)n1Cc1ccc(Cl)cc1	9.0	-0.2
CC1(NC(=S)NCCO)CCS(=O)(=O)C1 (centres undefined)	2.2	-6.7
CN(C)CCSc1nc(N)c2c3c(sc2n1)CN(C)CC3	27.2	3.2
O=C(CN1C(=O)c2ccccc2C1=O)Nc1sc2c(c1C(=O)NCc1ccco1)CCCC2	-2.1	-12.1
Cc1nc2ncnn2c(C)c1CCC(=O)NCc1ccc2c(c1)OCO2	5.8	4.8
Fc1cccc(COc2ccccc2CNc2ccccc2)c1	6.8	-30.1
COC(=O)/C=c1\sc2n(c1=O)C(C)=CC(C)(C)N=2	18.1	-8.2
CN(C(=O)c1ccccc1-c1ncc[nH]1)C1CCCN(Cc2ccccc2F)C1 (centres undefined)	16.6	-22.5
CC(C)C(Nc1ccc(S(=O)(=O)N2CCOCC2)cc1[N+](=O)[O-])C(=O)O (centres undefined)	15.8	6.1
O=C(Cn1cncc1-c1ccc([N+](=O)[O-])cc1)Nc1ccccc1F	33.7	-4.5
Cc1ccc(N(CC(O)CN2C(=O)NC(C)(C)C2=O)S(=O)(=O)c2ccc(C)cc2)cc1 (centres undefined)	4.8	-32.0
CCc1nnc(NC(=O)CSc2nnc(C3CCCCC3)n2-c2ccccc2)s1	13.7	-40.7
CCn1ccnc1CN(C)Cc1cn(-c2ccc(C)cc2)nc1-c1cccc(C)c1	15.5	-37.8
CCOc1ccccc1NC(=O)CCNS(=O)(=O)c1ccc2[nH]c(=O)oc2c1	15.3	-13.7
Brc1cc2c(cc1/C=N/Nc1nc(N3CCCC3)nc(N3CCOCC3)n1)OCO2	2.6	-40.2
CSc1cc(-c2ccc(Cl)cc2)c(C(=O)NC(C)C)s1	6.9	-28.4

Source: PubChem
